# AGP1-GFP MLPCN – modulators of AGP1-GFP expression in yeast TOR pathway, primary screen, cell-based, multiplex flow cytometry, S. cerevisiae, MLPCN library | GFP response vs DMSO, % at 10 µM | 3 h; GFP as percent of DMSO wells | actives 0.02% (n = 320,000);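 active means GFP response relative to DMSO above a set limit, near screen average plus 3 SD, cut at about 150% in these data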;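 further: median GFP channel fluorescence of the gated AGP1 strain per well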
# CIT2-GFP yeast – modulators of CIT2-GFP expression in yeast, primary screen, S. cerevisiae, GFP fusion, multiplex flow cytometry, MLPCN library | actives 0.065% (n = 320,000) | S. cerevisiae CIT2-GFP strain, 3 h; 100 means same as DMSO wells | AID 2029, 2009 | GFP response vs DMSO, % at 10 µM;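 active means GFP response relative to DMSO above a set limit, near the screen mean plus 3 SD, cut at about 150% in these data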;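 further: ratio of well median GFP fluorescence to mean of DMSO wells on the plate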
# Fam108B counter – mouse Fam108B serine hydrolase inhibitors, primary screen, counter-screen for RBBP9 inhibitor project, biochemical, fluorescence polarization; recombinant Fam108B, FP-Rh probe fluorescence polarization; inhibition, % at 9.51 µM; actives 0.33% (n = 300,000);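 active means inhibition above the screen mean inhibition plus 3 SD, computed separately per campaign, cut at about 18% in these data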;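 further: inhibitors lower polarization as less probe binds the enzyme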
# GRK2 aptamer HTS – compounds blocking aptamer binding on GRK2 – biochemical, human GRK2, bead flow cytometry, HTS, primary screen; Beta-adrenergic receptor kinase 1 (Homo sapiens), P25098; FAM-aptamer displacement from GRK2; inhibition of aptamer binding, % at 10 µM; AID 488847, 2010; actives 0.59% (n = 330,000);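 active means inhibition of aptamer binding above 40%, roughly 3 SD of noise, on plates passing a quality check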;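 further: median bead fluorescence of bound FAM aptamer so fluorescent compounds give negative values; no value below 0 was filed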
# MCL1 BIM primary – inhibitors of MCL1 binding to BIM-BH3, primary screen, biochemical, fluorescence polarization. inhibition, % at 10.9 µM. Induced myeloid leukemia cell differentiation protein Mcl-1 (Homo sapiens), Q07820. AID 2057, 2009. GST-MCL1 / FITC-Bim-BH3 fluorescence polarization. actives 0.68% (n = 320,000);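 active means inhibition above the mean inhibition of all tested compounds plus 3 SD, set per campaign, cut at about 40% in these data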;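 further: 0% = DMSO wells and 100% = unlabeled Bim-BH3 peptide control; higher means more loss of mP so more displacement of Bim peptide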
# MEX-5 binding – MEX-5 zinc finger RNA-binding disruptors – biochemical, C. elegans, fluorescence polarization, MLPCN library, primary screen | Zinc finger protein mex-5 (Caenorhabditis elegans), Q9XUB2 | MEX-5/FITC-TCR2 RNA binding; hits give low values | activity score (negative = inhibition of binding), % at 10 µM | actives 0.38% (n = 300,000) | AID 1832, 2009;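 active means inhibition past about -25% in most replicates, and total fluorescence under double the plate's negative control median, limit read from the data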;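 further: 0% = DMSO and -100% = 5 µM competing unlabeled TCR2 RNA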
# GLD-1 TGE inh – GLD-1/TGE RNA complex disruptors, primary screen, biochemical, fluorescence polarization; Female germline-specific tumor suppressor gld-1 (Caenorhabditis elegans), Q17339; purified GLD-1 + fluorescein TGE RNA; inhibition, % at 5.96 µM; actives 0.44% (n = 320,000); AID 2280, 2010;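 active means percent inhibition above a per-plate cutoff, the plate mean of test compounds plus 3 SD, cut at about 30% in these data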;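 further: 0% = DMSO wells with GLD-1 and probe and 100% = wells lacking GLD-1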
# Bcl-xL primary – inhibitors of human Bcl-xL, primary screen, biochemical, fluorescence polarization, HTS | actives 0.7% (n = 320,000) | GST-Bcl-xL / FITC-Bim BH3 peptide fluorescence polarization | inhibition, % at 10.9 µM | AID 2129, 2009;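 active means inhibition above the mean of all tested compounds plus 3 SD, cutoff set per campaign, cut at about 30% in these data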;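 further: 0% = DMSO wells and 100% = unlabeled Bim-BH3 peptide competitor; inhibitors lower millipolarization by displacing the labeled peptide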
# VLA-4 inh – inhibition in human VLA-4 binding assay, primary screen, VLA-4 allosteric modulator project, MLPCN library, flow cytometry, VLA-4 expressing cells. Integrin alpha-4 (Homo sapiens), P13612. ligand binding flow cytometry. inhibition, % (about 7 µM as worked out from the volumes in the protocol). actives 0.2% (n = 330,000); in the data active means inhibition above about 50%
# Target sequence (P13612 whole entry, looked up): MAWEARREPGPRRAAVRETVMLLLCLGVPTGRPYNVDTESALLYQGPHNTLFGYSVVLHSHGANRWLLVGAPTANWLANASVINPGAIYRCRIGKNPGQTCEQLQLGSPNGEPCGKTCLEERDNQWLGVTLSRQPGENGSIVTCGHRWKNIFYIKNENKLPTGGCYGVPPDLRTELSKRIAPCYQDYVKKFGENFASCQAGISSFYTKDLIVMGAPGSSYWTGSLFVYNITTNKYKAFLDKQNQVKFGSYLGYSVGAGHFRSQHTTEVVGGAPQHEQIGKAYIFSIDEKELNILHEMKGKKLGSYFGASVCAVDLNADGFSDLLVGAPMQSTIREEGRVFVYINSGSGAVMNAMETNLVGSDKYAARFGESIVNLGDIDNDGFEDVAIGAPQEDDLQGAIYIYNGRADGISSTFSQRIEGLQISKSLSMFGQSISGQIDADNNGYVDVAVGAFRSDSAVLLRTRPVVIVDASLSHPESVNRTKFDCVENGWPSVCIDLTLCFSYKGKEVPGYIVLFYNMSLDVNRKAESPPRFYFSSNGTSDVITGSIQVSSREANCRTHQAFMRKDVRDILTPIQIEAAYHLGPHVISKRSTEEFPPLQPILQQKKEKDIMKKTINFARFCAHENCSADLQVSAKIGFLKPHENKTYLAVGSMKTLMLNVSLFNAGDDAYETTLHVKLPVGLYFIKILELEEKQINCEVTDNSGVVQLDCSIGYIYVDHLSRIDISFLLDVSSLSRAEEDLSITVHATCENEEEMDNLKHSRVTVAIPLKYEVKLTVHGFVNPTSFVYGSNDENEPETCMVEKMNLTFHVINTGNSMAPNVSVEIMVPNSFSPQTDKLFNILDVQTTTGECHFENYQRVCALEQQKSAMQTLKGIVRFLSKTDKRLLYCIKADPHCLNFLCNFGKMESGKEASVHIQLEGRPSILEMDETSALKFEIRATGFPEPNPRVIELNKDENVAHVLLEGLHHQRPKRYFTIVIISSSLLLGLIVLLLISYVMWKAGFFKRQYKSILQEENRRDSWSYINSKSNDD
# The depositor's hits bear a star; x = not tested or not shown.
SMILES,AGP1-GFP MLPCN,CIT2-GFP yeast,Fam108B counter,GRK2 aptamer HTS,MCL1 BIM primary,MEX-5 binding,GLD-1 TGE inh,Bcl-xL primary,VLA-4 inh
C[C@H](NC(=O)c1[nH]cnc1C(=O)Nc1cccc(Cl)c1)c1ccccc1,95,87,x,1,2,x,-6,-3,1
COCCNCc1ccc(C(C)C)cc1,98,101,-1,0,0,0.9,2,5,2
C=CCN1C(=O)NC(c2ccccc2)(C(F)(F)F)S/C1=C(\C#N)c1nnc(N2CCOCC2)n1-c1ccccc1 (stereo unspecified),99,103,0,2,0,-1.8,-2,-5,4
Cc1ccc(OS(=O)(=O)c2ccc(-c3csc(C)n3)s2)c(C)c1,101,100,-8,2,3,4.0,5,0,1
COC(=O)c1ccc(CN2CCc3ccccc32)cc1,102,97,3,1,4,-2.7,6,4,16
CCN(C(=O)C1CCN(S(=O)(=O)c2cccc3nonc23)CC1)c1ccccc1,103,102,0,5,0,0.6,3,-1,-24
CSc1nc(N2CCOCC2)c2c3c(sc2n1)CCCC3,x,113,3,18,2,-1.5,10,-1,5
Cc1ccc(N(Cc2cc3ccccc3[nH]c2=O)S(=O)(=O)c2ccccc2)cc1,98,95,-3,0,-2,0.0,5,-1,12
COc1ccc(CC(=O)O/N=C(\N)Cc2cccc3ccccc23)cc1OC,100,105,-3,2,-2,-1.3,3,7,-8
O=C(NC(N1CCOCC1)C(Cl)(Cl)Cl)c1ccc(Br)cc1 (stereo unspecified),90,103,2,0,-2,3.1,-1,-2,23
CC(=O)c1cccc(Nc2cc(C)nc3c(C)cc(C)cc23)c1,93,97,-3,0,0,4.3,3,0,-2
CN(C)CCCNc1cc(C(C)(C)C)nc2c(-c3ccc(Cl)cc3)cnn12,81,61,5,0,11,2.0,2,7,44
CCOC(=O)N1CCN(C(=O)c2ccc(N(Cc3ccc(C)cc3)S(C)(=O)=O)cc2)CC1,103,104,-1,1,2,-0.6,1,4,2
O=C(Cc1ccccc1)Nc1ccc(C(=O)O)cc1,96,95,-3,2,0,-0.4,1,5,1
CN(C)c1cccc(C(=O)Nc2ccc3nc4n(c(=O)c3c2)CCCCC4)c1,90,94,-1,0,2,1.4,6,3,38
Cn1cccc1C(=O)Nc1ccc(N2CCOCC2)cc1,82,86,x,5,x,x,7,x,-4
Cc1cc(O)ccc1N/C=C/c1onc(C)c1[N+](=O)[O-],95,103,2,0,-111,0.4,-6,-41,-1
CC(C)(Oc1ccc(Cl)cc1)C(=O)OCC(=O)NCCc1ccccc1,99,97,-4,2,0,-3.2,7,1,2
COc1ccc(C2=CC(=O)OC(C)(c3ccccc3)O2)cc1 (stereo unspecified),90,97,0,3,4,2.1,-5,6,21
C/C(CC(=O)Nc1cccc2c1CCCC2)=N\NC(=O)c1ccccc1N,110,100,-4,4,-3,0.7,-2,2,-1
Nc1nnnn1/N=C/c1cccc(Oc2ccccc2)c1,97,98,5,2,5,0.3,2,2,-11
COC(=O)c1ccc(OS(=O)(=O)N(C)C)cc1,93,95,-1,0,10,0.4,-4,2,4
CCOC(=O)CN1C(=O)NC(C)(c2ccc(OC(F)F)cc2)C1=O (stereo unspecified),103,102,3,0,4,2.0,2,5,-2
CC1(C)C2CCC1(CS(=O)(=O)Nc1ccccc1)C(=O)C2 (stereo unspecified),103,100,-3,3,19,1.6,-9,-2,32
CS(=O)(=O)N1CCCC(C(=O)NCc2ccccn2)C1 (stereo unspecified),75,64,2,1,3,-1.9,-3,2,1
COCCn1cnnc1SCC(=O)Nc1ccccc1C(=O)Nc1ccc2c(c1)OCO2,106,106,4,1,4,-1.1,0,4,4
CCC(=NC(C)c1ccccc1)c1c(O)n(C)c(=O)n(C)c1=O (stereo unspecified),97,102,4,3,4,3.6,-3,2,-6
CNc1nc(N)c(C(=O)C23CC4CC(CC(C4)C2)C3)s1,97,x,3,1,-5,-1.3,-1,4,14
COc1cc(/C=C(\C#N)C(=O)NCCc2ccccc2)cc(OC)c1O,97,100,-1,4,-43,3.5,-82,-29,14
Cc1cccc(NC(=O)C(=O)NCC2CCCN2S(=O)(=O)c2ccccc2)c1 (stereo unspecified),110,82,-1,0,7,-2.2,-3,5,11
CCOC(=O)c1cnc(SC)nc1Oc1cccc(NS(=O)(=O)c2ccc(F)cc2)c1,103,95,-4,2,0,-2.0,3,1,-14
O=c1nc2n(c3ccc(Br)cc13)CCS2,98,94,2,10,0,0.2,-4,0,9
CCCCC(=O)OCC(=O)c1cc(C)n(-c2c(C)n(C)n(-c3ccccc3)c2=O)c1C,102,98,0,1,0,-0.2,-5,1,7
COc1ccc(Cl)cc1NC(=O)Cn1nnc(C(=O)NCc2ccc3c(c2)OCO3)c1N,103,104,-5,0,-2,0.7,14,0,2
COc1ccc(NC(=O)CC2Nc3cccc4cccc(c34)NC2=O)cc1 (stereo unspecified),102,100,6,0,-4,1.5,5,1,25
CCOc1ccc(S(=O)(=O)N2CCC(C(=O)OCc3cccc(OC)c3OC)CC2)cc1,107,105,x,0,-3,x,1,2,4
COc1ccc(NC(=O)[C@@]2(CC(=O)O)CC(/C=C/c3ccccc3)=NO2)cc1,88,87,5,2,6,1.0,1,11,-3
COc1ccc(NC(=O)CCC(=O)c2cccs2)c(OC)c1,89,86,1,0,-8,0.5,2,4,9
COc1ccc(-c2cccc(NS(=O)(=O)c3ccc([N+](=O)[O-])cc3)c2)nn1,89,92,-2,3,1,-0.6,-3,-1,-3
COCCNC(=O)c1ccc(Cn2c(=S)[nH]c3cc4c(cc3c2=O)OCO4)cc1,99,104,2,1,-22,0.0,7,-14,3
COc1ccc(CNC(=O)c2csc3c2CCCC3)cc1,86,73,x,0,-2,x,3,-2,-2
CCc1ccc(NC(=O)Cn2ncn3c(cc4ccccc43)c2=O)cc1,99,94,-7,0,-4,0.1,-6,-4,11
COc1ccccc1NC(=O)CCCCCN1C(=O)c2cccc3cccc(c23)C1=O,105,109,-2,6,10,-2.5,-4,0,-6
C=CCn1c(C)cc(C(=O)CSc2nnc(Cc3ccccc3)o2)c1C,111,86,1,2,6,-0.6,1,7,12
COCCCNC(=S)N(CCO)Cc1cc2cc3c(cc2[nH]c1=O)OCO3,103,106,x,0,x,-1.4,x,x,8
COc1ccc(-c2cccc(C3CC=CC4C3C(=O)N(Cc3ccccc3)C4c3ccc4ccccc4c3)c2)cc1 (stereo unspecified),102,99,-3,2,4,0.6,2,8,5
Cc1nnc(SCC(=O)NNC(=O)COc2ccc(Cl)cc2)n1C,105,102,-2,1,4,12,1,-1,-9
CCN1CCN(c2ccc(S(=O)(=O)N3CCCCC3)cc2NC(=O)c2ccc([N+](=O)[O-])o2)CC1,104,98,1,0,-15,-1.1,3,-10,7
CC1(c2ccc3c(c2)OCO3)NC(=O)N(CC(=O)Nc2ccc(N3CCOCC3)cc2)C1=O (stereo unspecified),96,92,3,5,-2,-1.6,1,3,-5
Cc1nnsc1C(=O)N1CCCC(Nc2ccc(C(C)C)cc2)C1 (stereo unspecified),112,112,2,0,8,1.1,-1,7,3
# The list goes on.
SMILES,AGP1-GFP MLPCN,CIT2-GFP yeast,Fam108B counter,GRK2 aptamer HTS,MCL1 BIM primary,MEX-5 binding,GLD-1 TGE inh,Bcl-xL primary,VLA-4 inh
CC(C)Cn1c(/C=C/c2ccco2)nc2ccccc21,99,103,0,0,31,1.1,8,26,-33
CCC(=O)Nc1nnc(SCC(=O)NCc2ccc3c(c2)OCO3)s1,90,89,0,2,1,-1.9,-2,5,15
Cc1ccc(SCC(=O)NCCc2ccccc2)cc1,109,100,1,2,8,-0.3,0,5,7
COc1ccccc1N(CC(=O)NCCc1ccccc1)C(=O)CCC(=O)Nc1ccccn1,102,101,-1,0,2,1.5,4,-1,0
CCN(C(=O)CSc1cc(-c2ccccc2)c2ccc(OC)cc2n1)C1CCS(=O)(=O)C1 (stereo unspecified),97,94,-5,1,9,1.0,6,10,6
O=C(CSc1nccn1-c1ccccc1)Nc1ccc2c(c1)OCO2,110,100,3,2,-1,2.5,-4,11,-5
Cc1ccccc1C(=O)Nc1nc(SCc2ccc(Cl)cc2)n[nH]1,99,96,-2,2,3,0.1,-3,0,2
COc1ccc(/C=C/c2c([N+](=O)[O-])c(=O)n(C)c(=O)n2C)cc1O,94,96,2,0,0,-1.5,2,1,0
COCC(=O)Nc1nnc(SCC(=O)N2C(C)CCCC2C)s1 (stereo unspecified),102,104,3,0,-3,0.5,4,2,6
O=Cc1c(C(=O)O)n(CC(=O)O)c2ccccc12,95,108,3,0,7,0.1,-1,11,4
COc1ccccc1C(=O)Nc1cccc(S(=O)(=O)N2CCCC2)c1,101,106,2,0,-2,-0.5,9,3,13
CCCCCOC(=O)Nc1nnc(CCC)s1,98,105,-3,0,6,-0.4,10,9,-8
O=C(NC1CC1)[C@@H]1CSC2c3ccccc3C(=O)N21 (stereo partly specified),105,108,3,1,6,0.7,8,3,22
O=C(Nc1cccnc1Oc1ncnc2cc(Cl)ccc12)c1ccc(F)cc1,100,95,2,2,10,1.4,1,9,-6
COc1ccc(Cc2cc(-c3ccc(F)cc3)n[nH]c2=O)cc1,107,93,1,0,-7,-1.0,8,-1,2
CC(C)NS(=O)(=O)c1ccc(N2C(=O)c3ccccc3C2=O)cc1,116,105,2,0,8,-2.9,-2,5,-3
CCOc1ccc(NC(C)=O)cc1[N+](=O)[O-],94,80,3,1,6,-1.3,3,3,5
Cc1cccc2nc(-c3cccnc3)c(NCCC(C)C)n12,108,145,-3,0,-3,2.0,2,2,-316
CC1=NN(c2ccccc2)C(=O)C1(C)C,99,100,-1,0,-1,0.1,-15,-7,3
CCOC(=O)C(C)Sc1nnc(Cn2c(=O)sc3ccccc32)n1-c1ccccc1 (stereo unspecified),114,115,-3,5,-3,0.8,8,5,-19
Cc1ccc2c(C(=O)CNc3nncs3)c(C)[nH]c2c1,99,101,4,1,-3,-0.2,5,-2,-8
CCCN(Cc1nc(-c2ccc(Cl)cc2)no1)CC1CCCO1 (stereo unspecified),102,98,3,0,5,1.5,-4,8,8
O=C(/C=C/c1cccs1)NC(=S)NNC(=O)c1ccccc1O,90,80,9,2,21,2.0,2,8,2
C[C@H](NC(=O)COc1ccc(Cl)cc1)C(=O)N1CCC2(CC1)NCCc1[nH]cnc12,90,92,3,0,5,2.6,-10,1,4

# 3 compounds from above, limited to AGP1-GFP MLPCN:
canonical_smiles	AGP1-GFP MLPCN
O=C(/C=C/c1cccs1)NC(=S)NNC(=O)c1ccccc1O	90
C[C@H](NC(=O)COc1ccc(Cl)cc1)C(=O)N1CCC2(CC1)NCCc1[nH]cnc12	90
Cc1ccc2c(C(=O)CNc3nncs3)c(C)[nH]c2c1	99

# Assay outcomes deposited in PubChem by several laboratories.
